Assay outcomes (PubChem)
PLAP inhibitors HTS: inhibition of human placental alkaline phosphatase – biochemical, luminescence, HTS (AID 690); purified PLAP, luminescent substrate; higher % means a stronger effect; inhibition, % at 20 µM; hits with a dose series show IC50 in µM; 0.08% of 96,000 active; in the data active means a potency from the dose series; inactive means the rest, 99 in 100 with inhibition below about 30%; further: strong numbers were not always called active
NFkB transloc inh: blocks IL-1B driven NFkB nuclear translocation in HUVEC cells; HUVEC IL-1B NFkB p65 nuclear translocation imaging; inhibition, % at 2 µM; 0.43% of 94,000 active;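 active means inhibition above about 30% together with a positive call from visual inspection of the well image, limit read from the data; inconclusive means inhibition above a set limit but visual check negative; inactive means inhibition not above a set limit, visual check negative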;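 further: nuclear over cytoplasmic p65 intensity ratio measured by imaging; 0% = IL-1B stimulated DMSO wells and 100% = unstimulated DMSO wells; values of inactives mirror those of a sister screen read the other way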
MRP resist rev: compounds reversing MRP-mediated drug resistance. 0.04% of 85,000 active. differential viability (reversal), % at 10 µM. H69AR cells + 2 uM doxorubicin, CellTiter-Glo, 72 h. AID 602;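 active means viability drop by adding the cancer drug above about 55%, with treated viability meeting a 40% cutoff, limit read from the data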;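 further: viability without doxorubicin minus viability with 2 µM doxorubicin for each compound; larger differential means the compound sensitizes cells more to doxorubicin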
Bcl-B displacement: displacers of TR3 peptide from Bcl-B, primary screen, selectivity assay for Bfl-1 inhibitor project, biochemical, fluorescence polarization. FP displacement of FITC-TR3 peptide from Bcl-B; higher % means a stronger effect. one-dose displacement, % at 20 µM; IC50 in µM for titrated hits. 0.11% of 96,000 active. AID 748;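 active means displacement above 50% at 20 µM plus a fluorescence interference ratio under 1.5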;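 further: plate controls were wells without compound for no effect and wells lacking Bcl-B protein for full effect; a part of the inactive calls stands beside numbers as strong as those of hits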
NFkB transloc pot: enhances IL-1B driven NFkB nuclear translocation | HUVEC IL-1B NFkB p65 nuclear translocation imaging | activation, % at 2 µM | 0.3% of 94,000 active | AID 819;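 active means activation above 40%, about the mean plus 3 SD, also judged a hit on visual image review; inconclusive means activation above 40% but not a hit on visual review; inactive means activation not above 40% and no visual hit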;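 further: percent activation is computed from the nuclear over cytoplasmic p65 intensity ratio; values of inactives mirror those of a sister screen read the other way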
MRP resist rev cytotoxicity: also measured in MRP resist rev; calls as there; viability, %; H69AR cells, CellTiter-Glo, 72 h; measured here: cytotoxicity without doxorubicin
MRP resist rev with doxorubicin: further read-out of MRP resist rev, marked with its call; viability, %; measured here: viability with 2 uM doxorubicin; hits give low values
NFkB transloc inh cell count 2 µM: second read-out of NFkB transloc inh, no call of its own (marks repeat the call); cell count; measured here: cells passing quality filter;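 raw number of nuclei counted in each imaged well without normalization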
NFkB transloc pot cell count 2 µM: recorded beside NFkB transloc pot, whose call it bears; cell count; measured here: cells passing quality filter
Active calls of the source: *; u = inconclusive; x = no result given.

SMILES	PLAP inhibitors HTS	NFkB transloc inh	NFkB transloc inh cell count 2 µM	MRP resist rev	MRP resist rev cytotoxicity	MRP resist rev with doxorubicin	Bcl-B displacement	NFkB transloc pot	NFkB transloc pot cell count 2 µM
CN(C)c1ccc(C(=O)NCC2CCCO2)cc1 (configuration not stated)	x	0	104	-2	86	87	x	0	104
CCCCC(=O)Nc1ccc(NC(=O)C(C)C)cn1	19%	2	147	-6	88	94	-5%	-2	147
COc1ccc(Nc2nc(-c3ccccc3)cs2)cc1	20%	-20	178	x	x	x	-4%	20	178
Cc1cc(C)nc(NS(=O)(=O)c2ccc(N/C=C\C(=O)c3ccc(Cl)cc3)cc2)n1	-41%	0	108	x	x	x	-9%	-2	110
Cc1cc(C)cc(N2C(=O)N(c3ccccc3C)C3CS(=O)(=O)CC32)c1 (configuration not stated)	13%	4	183	26	107	81	-12%	-3	183
CCOc1ccc(Nc2oc(-c3ccccc3Cl)nc2C#N)cc1	5%	-16	159	-23	43	65	10%	16	159
CCS(=O)(=O)NCC(c1cccnc1)N1CCN(c2ccccc2F)CC1 (configuration not stated)	-1%	x	x	20	94	74	6%	x	x
O=C(O)Cn1c(CC(=O)N2CCCC2)nc2ccccc21	6%	-16	183	4	94	90	-2%	16	183
CN(C)c1ccc(/C=N/NC(=S)NCc2ccccc2)cc1	8%	-13	105	x	x	x	0%	13	105
COc1ccccc1-n1c(SCC(=O)NC(C)(C)C)nc(O)c(Cc2ccccc2)c1=O	4%	-2	150	3	96	93	-5%	2	150
O=C1CC(N2CCC(c3nc4ccccc4o3)CC2)C(=O)N1c1cc(Cl)cc(Cl)c1 (configuration not stated)	-48%	-19	145	5	106	101	-15%	19	145
COc1ccc(S(=O)(=O)N(CC(=O)O)c2ccc(C)cc2)cc1	-14%	-8	118	x	x	x	5%	8	118

Profiles, quoted from the list:
O=C(O)Cn1c(CC(=O)N2CCCC2)nc2ccccc21 in the list: PLAP inhibitors HTS: 6%; NFkB transloc inh: -16; NFkB transloc inh cell count 2 µM: 183; MRP resist rev: 4; MRP resist rev cytotoxicity: 94; MRP resist rev with doxorubicin: 90; Bcl-B displacement: -2%; NFkB transloc pot: 16; NFkB transloc pot cell count 2 µM: 183
COc1ccc(S(=O)(=O)N(CC(=O)O)c2ccc(C)cc2)cc1 in the list: PLAP inhibitors HTS: -14%; NFkB transloc inh: -8; NFkB transloc inh cell count 2 µM: 118; MRP resist rev: x; MRP resist rev cytotoxicity: x; MRP resist rev with doxorubicin: x; Bcl-B displacement: 5%; NFkB transloc pot: 8; NFkB transloc pot cell count 2 µM: 118

(cont.)
SMILES	PLAP inhibitors HTS	NFkB transloc inh	NFkB transloc inh cell count 2 µM	MRP resist rev	MRP resist rev cytotoxicity	MRP resist rev with doxorubicin	Bcl-B displacement	NFkB transloc pot	NFkB transloc pot cell count 2 µM
CN1CCN(CC(=O)Nc2c(C(=O)C3CC3)oc3ccccc23)CC1	-58%	-13	119	10	82	72	11%	13	119
COC(=O)c1ccc(CSc2nc3scc(-c4cccs4)c3c(=O)[nH]2)o1	-54%	11	227	10	85	75	-18%	-11	227
COc1ccc(CN2C(=O)C3C4C=CC(C4)C3C2=O)cc1 (configuration not stated)	4%	-14	98	x	x	x	-2%	14	98
COc1ccccc1N1CCN(S(=O)(=O)c2cccc3nsnc23)CC1	-25%	-16	128	3	77	74	3%	16	128
O=C(c1ccc(F)cc1)c1ccc(N2CCCC2)cc1	-10%	-21	171	-36	50	86	-2%	21	171
CCCN(CCC)S(=O)(=O)c1ccc(NC(=O)Cc2cccs2)cc1	11%	0	171	7	57	50	26%	0	171
Cc1ccc(SC(c2ccccc2)C(Cn2cncn2)C(=O)c2ccccc2)cc1 (configuration not stated)	12%	-4	182	x	x	x	-1%	3	182
O=C(Nc1nc2ccc(S(=O)(=O)N3CCCCC3)cc2s1)C1CCCO1 (configuration not stated)	-14%	6	162	11	100	89	-5%	-6	162
COc1ccc(CCN(C(=O)c2ccccc2)C2=CC3CCC(C2)N3C)cc1OC (configuration not stated)	-66%	3	95	-2	76	78	0%	-3	95
O=C(NCCN1CCOCC1)[C@H](Cc1ccccc1)N1C(=O)c2ccccc2C1=O	-12%	8	167	0	80	80	-6%	-8	167
Cc1nc2ccc(CCO)cc2s1	x	-22	182	-11	98	110	x	22	182
CCOC(=O)C1CCCN(c2c(Nc3cccc(C)c3)c(=O)c2=O)C1 (configuration not stated)	-10%	x	x	18	84	66	3%	x	x
CC1=C(C(=O)OCC(C)C)C(c2cccc(F)c2)N2C(=O)C(C)SC2=N1 (configuration not stated)	-50%	-6	34	-6	92	99	2%	8	34
CC1CCN(CCCCOc2ccc([N+](=O)[O-])cc2)CC1	12%	4	165	x	x	x	0%	-19	132
CC(=O)N1CCN(C(=O)CC2OC(=O)c3ccccc32)CC1 (configuration not stated)	-16%	-1	161	-7	55	61	-13%	1	161
CCNC(=O)NC(=O)C(C)Sc1nc2ccccc2n1CC(C)C (configuration not stated)	-2%	6	160	7	92	85	-5%	-6	160
C/C(=N\OCC(=O)N/N=C/c1ccccc1O)c1cccs1	-66%	0	193	-20	61	81	0%	0	193
CCCc1nnc(SCC(=O)N2CCCCC2C)n1CCCOC (configuration not stated)	-15%	2	153	13	101	88	10%	-2	153
COc1ccccc1NC(=O)Oc1ccc(C(C)=O)cc1	9%	9	156	3	101	98	0%	-9	156
CCCc1nc2sc3c(SCC(=O)NCc4ccco4)ncnc3c2c2c1CCC2	-53%	x	x	-12	9	20	32%	x	x
Cc1ccc(C(=O)COC(=O)CNS(=O)(=O)c2ccccc2)cc1[N+](=O)[O-]	-8%	-98	152	x	x	x	-2%	u	x
COc1ccc(S(=O)(=O)NCCSCc2ccccc2C)cc1Br	34%	-1	100	x	x	x	3%	1	100
Cc1cc(N)n2nc(-c3ccc(C(C)(C)C)cc3)cc2n1	12%	-3	70	-18	50	68	-45%	3	70
CC(=O)c1c(C)c2c(n1CCN(C)C)CCCC2	-4%	4	76	8	95	88	4%	-5	76
Cc1ccc([N+](=O)[O-])cc1/C=N/Nc1nnnn1-c1ccccc1	17%	-12	162	x	x	x	4%	12	162
CCN(CC)S(=O)(=O)c1ccc(C(=O)Nc2ccc3c(c2)OCCO3)cc1	33%	x	x	10	92	82	-5%	x	x
CCCCOc1ccc(S(N)(=O)=O)cc1	-5%	-10	139	5	95	89	-2%	10	139
CCCCn1nnc(NC(=O)Cc2ccc(Cl)cc2)n1	-6%	-14	170	10	96	87	-3%	14	170
COc1ccc2cc(CN(C(=O)Nc3ccccc3OC)C3CCCC3)c(=O)[nH]c2c1	-58%	-4	127	-48	25	73	2%	4	127
Cn1c(CCNC(=O)c2ccccc2F)nnc1SCc1nc2ccccc2c(=O)[nH]1	-30%	-7	174	9	88	79	-8%	7	174
CSC1=NCCN1C(=O)Cc1ccc(Cl)cc1	4%	-2	183	-5	92	97	3%	2	183
CC(C)C1=NN2C(=N)CC(=O)N=C2S1	8%	-7	82	x	x	x	-12%	7	82
C=CCn1c(SCC(=O)c2cc(C)n(C(C)COC)c2C)nc2sc(C)c(C)c2c1=O (configuration not stated)	-70%	2	114	28	61	34	-12%	-2	114
O=C(Nc1ccccc1F)c1ccncc1	-13%	3	88	6	97	91	-6%	-3	88
O=C(NNC(=O)c1cc2cc3ccccc3nc2s1)c1cccc(Cl)c1	-63%	-27	166	x	x	x	-2%	27	166
CCS(=O)(=O)c1ccc2c(c1)N(S(C)(=O)=O)CC(C(=O)NCCOC)O2 (configuration not stated)	18%	1	130	x	x	x	-1%	-1	130
CC(C)N(c1nnc(N)s1)C(C)C	x	-16	181	-5	88	93	x	16	181
CC(=O)Nc1ccc(OC(=O)C(CCS(C)(=O)=O)N2C(=O)c3ccccc3C2=O)cc1 (configuration not stated)	1%	-5	98	12	87	76	-5%	5	98
CC1CN(C(=O)c2ccc(CNS(=O)(=O)c3cccc(C(F)(F)F)c3)cc2)CC(C)O1 (configuration not stated)	x	9	101	-4	82	86	x	-9	101
Fc1ccc(-n2c(Cc3ccccc3)nnc2SCc2nc(-c3cccs3)no2)cc1	-13%	-2	175	-2	59	61	0%	2	175
CCN(CC)CCNC(=O)COc1ccc(Cl)cc1Cl	-9%	5	62	6	106	100	13%	-5	62
CCSC1=C(C#N)C(=O)n2c1cc1c2CCCC1	-19%	-7	120	12	84	72	11%	7	120
Cc1ccc(Cl)cc1N1CCN(S(=O)(=O)c2cccc(S(=O)(=O)N3CCCC3)c2)CC1	1%	x	x	0	95	94	5%	x	x
O=c1n(Cc2ccccc2F)c2ccccc2n1Cc1ccccc1F	x	4	101	14	93	79	x	-4	101
CC(C)CC(c1nnnn1CC1CCCO1)N1CCN(Cc2ccc3c(c2)OCO3)CC1 (configuration not stated)	-46%	-28	134	-1	84	85	-1%	28	134
COc1ccccc1OCC(=O)Nc1nnc(-c2ccco2)s1	-30%	-5	93	-3	101	104	18%	5	93
CC1(C)Oc2ccc3ccc(=O)oc3c2C(N2CCCCC2)C1O (configuration not stated)	-15%	-3	116	10	98	88	-3%	3	116
CC(C)(C)c1cc(C(=O)N/N=C/c2ccc(F)cc2)n(-c2ccccc2)n1	-19%	-12	72	x	x	x	6%	12	72
COCCCn1c(SCC(=O)Nc2cccc(C(=O)OC)c2)nnc1-c1ccncc1	-14%	0	139	13	96	82	0%	0	139
C=CCNC(=O)c1csc(-c2ccccc2)n1	21%	-7	173	x	x	x	-5%	7	173
Cc1cc(C(=O)OCC(=O)N2CCc3ccccc32)c(C)o1	11%	x	x	9	103	94	-5%	x	x
CCCC(=O)Nc1nc(C)c(-c2csc(Nc3cc(OC)ccc3OC)n2)s1	-32%	16	175	x	x	x	-60%	-16	175
O=C(Nc1scc(-c2cccs2)c1C(=O)O)c1cccs1	-23%	2	119	11	98	88	3%	-2	119
CCOC(=O)Nc1ccc(NS(=O)(=O)c2ccc(C)cc2)cc1	-10%	-8	107	-26	57	83	-1%	8	107
CN(C)S(=O)(=O)Oc1ccsc1C(=O)Nc1ccccc1Cl	13%	-4	118	x	x	x	5%	4	118
CC(=O)c1c(C)[nH]c(C(=O)Nc2ccc(C)cn2)c1C	18%	-12	98	x	x	x	-2%	12	98
Nc1cc(N)nc(SCC(=O)NCC2CCCO2)n1 (configuration not stated)	7%	-8	138	9	108	99	6%	8	138
c1ccc(-c2cnc(-c3ccccc3)nc2)cc1	3%	10	98	24	99	75	5%	-10	98
CCOc1cccc(/C(O)=C2/C(=O)C(=O)N(CCN3CCOCC3)C2c2cccnc2)c1 (configuration not stated)	2%	5	119	x	x	x	-10%	-5	119
Cc1noc(C)c1S(=O)(=O)N1CCC(C(=O)N2CCC(N3CCCCC3)CC2)CC1	-72%	-3	165	12	108	96	-4%	3	165

The listing continues.
SMILES	PLAP inhibitors HTS	NFkB transloc inh	NFkB transloc inh cell count 2 µM	MRP resist rev	MRP resist rev cytotoxicity	MRP resist rev with doxorubicin	Bcl-B displacement	NFkB transloc pot	NFkB transloc pot cell count 2 µM
O=S(=O)(Nc1ccncc1)c1ccccc1	17%	-8	206	5	103	98	0%	8	206
Cc1ccc(/C=N/NC(=O)c2cccs2)cc1[N+](=O)[O-]	-21%	-9	166	x	x	x	-2%	9	166
O=C1CCCC2=C1C(c1ccc(OS(=O)(=O)c3ccc(Cl)cc3)cc1)C1=C(CCCC1=O)O2	-14%	-11	162	x	x	x	3%	11	162
Cc1ccc(CC(=O)NCCCc2ccccc2)cc1	22%	2	155	8	110	103	-11%	-2	155
Cc1ccc(C2NC(=O)NC(O)(C(F)(F)F)C2C(=O)c2cccs2)o1 (configuration not stated)	x	3	143	8	104	96	x	-3	143
COC(=O)CCC(=O)Nc1sc(C)c(C)c1C(N)=O	-12%	x	x	-25	19	44	6%	x	x
O=C1c2cccnc2C(=O)N1Cc1ccc2c(c1)OCO2	-14%	x	x	5	97	92	-6%	x	x
CCCn1nnnc1SCC(=O)N1CCN(C(=O)c2ccco2)CC1	-8%	-3	155	12	91	79	-1%	3	155
Cc1ccccc1NC(=O)CCN1CCCCCC1	x	-1	129	-19	102	121	x	1	129
COc1cc(S(=O)(=O)N2CCCCCC2)c(OC)cc1Br	19%	-5	134	5	95	89	-4%	5	134

The list is partial; rates above refer to the full screens.
